BRCA1 expr up – qHTS Assay to Identify Small Molecule Activators of BRCA1 Expression. MCF7-BRCA1-FFLuc reporter, luminescence, 48 h; response scale: scaled: vehicle 0%, 10 µM genistein 100%. Potency, µM (highest dose often 46.1 µM), without a hit: at the top dose activation, actives largely listed as activators. 1.1% of 380,000 active; note: potency is the fitted concentration of half-maximal effect; nearly all actives have a fitted effect of over 80% in size; some results filed as inactive show a strong effect at the top dose
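MCF7-BRCA1-FFLuc cells, 2000/well in phenol-red-free MEM, attached 2 h then treated 48 h at 37 C. Luciferase luminescence read 15 min after reagent; normalized to genistein maximum activation (10microM) and DMSO, concentration-response fitted.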
VP16 counter – VP16 counterscreen qHTS for inhibitors of ROR gamma transcriptional activity | Drosophila S2 Gal4-VP16 UAS-luciferase, luminescence, 20 h | Potency, µM (top dose mostly 53.6 µM), inactives show top-dose activity, negative = inhibition, hits mostly inhibitors | 3.5% of 310,000 active | AID 2546, 2010;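 note: Gal4-VP16 expression switched on by copper sulfate through the metallothionein promoter; potency is the fitted concentration of half-maximal effect; % is set by controls: 0 for no effect and ±100 for the full control effect; nearly all actives have a fitted effect of over 50% in size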
ELG1 repair inh – qHTS screen for small molecules that inhibit ELG1-dependent DNA repair in human embryonic kidney (HEK293T) cells expressing luciferase-tagged ELG1; HEK293T ELG1-luciferase reporter, luminescence, 16 h; DNA damage induced by 5-fluorouridine; Potency, µM (series often up to 46.1 µM), for the others: at the highest dose activity change, negative = inhibition, actives largely listed as inhibitors; 2.3% of 330,000 active; AID 504467, 2011; note: potency is the fitted concentration of half-maximal effect; % is set by controls: 0 for no effect and ±100 for the full control effect; nearly all actives have a fitted effect of over 55% in size
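DMSO vehicle served as the neutral condition. Each well held 2,000 cells given 5-fluorouridine plus compound; after 16 hr at 37 °C/5% CO2, ONE-Glo was added and luciferase measured 30 min later.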
Tb PFK inh – qHTS Assay to Find Inhibitors of T. brucei phosphofructokinase. ATP-dependent 6-phosphofructokinase (Trypanosoma brucei brucei), O15648. T. brucei PFK, ADP-Glo luminescence. Potency, µM (doses to about 57.5 µM), for the others: at the top dose activity, negative = inhibition, hits mostly inhibitors. 0.17% of 330,000 active. AID 485367, 2010;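 note: potency is the fitted concentration of half-maximal effect; 0% = uninhibited 1x PFK enzyme wells and -100% = no-enzyme wells; nearly all actives have a fitted effect of over 60% in size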
Target sequence (O15648 whole entry, looked up): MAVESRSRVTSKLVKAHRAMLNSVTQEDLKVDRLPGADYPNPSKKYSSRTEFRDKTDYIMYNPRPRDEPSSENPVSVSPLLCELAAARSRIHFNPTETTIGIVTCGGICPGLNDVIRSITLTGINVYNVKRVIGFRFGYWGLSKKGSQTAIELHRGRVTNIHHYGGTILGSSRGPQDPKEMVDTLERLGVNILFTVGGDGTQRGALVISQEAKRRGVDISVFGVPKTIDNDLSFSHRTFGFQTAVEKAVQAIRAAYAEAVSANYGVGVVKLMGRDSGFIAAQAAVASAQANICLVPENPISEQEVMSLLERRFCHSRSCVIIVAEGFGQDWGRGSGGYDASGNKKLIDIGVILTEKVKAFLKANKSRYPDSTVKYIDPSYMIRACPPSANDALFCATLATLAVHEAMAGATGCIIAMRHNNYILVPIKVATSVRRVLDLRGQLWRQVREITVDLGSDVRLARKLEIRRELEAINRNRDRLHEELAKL
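1.25 nM PFK with 0.5 mM F6P and 0.1 mM ATP in 0.1 M TEA pH 8.0, 5 mM MgCl2, incubated 45 min at room temperature; ADP measured by ADP-Glo luminescence; compounds titrated up to 57 uM.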
NPC1 prom act – qHTS Assay for NPC1 Promoter Activators; Huh7 NPC1 promoter luciferase reporter, 24 h; Potency, µM (titrated, usually from 9.22 µM), inactives show at the highest dose activation, actives largely listed as activators; 2.4% of 320,000 active; AID 485313, 2010;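 note: potency is the fitted concentration of half-maximal effect; % of control where 0% means no effect; nearly all actives have a fitted effect of over 60% in size; reporter is driven by a mutant NPC1 promoter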
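NPC1 promoter–luciferase Huh7 cells; 24 h compound; luminescence.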
FLuc modulator – qHTS profiling assay for firefly luciferase inhibitor/activator using purifed enzyme and Km concentrations of substrates (counterscreen for miR-21 project) | Luciferin 4-monooxygenase (Photinus pyralis), P08659 | 6.9% of 360,000 active | Potency, µM (series often up to 57.5 µM), for the others: at the top dose activity change, negative = inhibition, actives largely listed as inhibitors | purified FLuc, Km substrates, luminescence inhibition;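 note: potency is the fitted concentration of half-maximal effect; plate controls were vehicle for no effect and reference inhibitor for full effect; nearly all actives have a fitted effect of over 55% in size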
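Biochemical qHTS of compounds, final roughly 60 µM downward over six points, against 10 nM purified firefly luciferase using Km concentrations of substrates (10 uM D-luciferin, 10 uM ATP) in Tris acetate pH 7.5 buffer; luminescence output.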
TRPV1 agonist – HTS Assay for Compounds that Act as Agonists of the Vanilloid Receptor 1; Transient receptor potential cation channel subfamily V member 1 (Homo sapiens), Q8NER1; TRPV1-expressing cells, Fluo-8 calcium influx, agonist mode; activation, % at 8.33 µM; 0.19% of 320,000 active; AID 540275, 2011; in the data active = activation above about 80%; inconclusive = between about 30% and that limit; note: 0% is about no effect
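Fluo-8 calcium influx in TRPV1-expressing cells, kinetic read (ex 480/em 520 nm). Compound added and read 3 min for agonist activity, followed by capsaicin at EC20 final and 2 min further read for enhancement.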
Rab9 promoter act – qHTS Assay for Rab9 Promoter Activators. Huh7 Rab9 promoter-luciferase reporter, luminescence, 24 h. Potency, µM (highest dose often 9.22 µM), without a hit: at the highest dose activation, negative = inhibition, hits mostly activators. 2.8% of 320,000 active; note: potency is the fitted concentration of half-maximal effect; % of control where 0% means no effect; nearly all actives have a fitted effect of over 60% in size
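Quantitative HTS format; Huh7 Rab9-luciferase reporter cells (1500/well) receive compound 2 h post-plating, incubate 24 h at 37 °C, then get luciferase reagent for 10 min before luminescence reading.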
ELG1 genotox – qHTS screen for small molecules that induce genotoxicity in human embryonic kidney (HEK293T) cells expressing luciferase-tagged ELG1; HEK293T ELG1-luciferase reporter, luminescence, 16 h; Potency, µM (titrated, usually from 46 µM), inactives show at the top dose activity change, positive = activation, hits mostly activators; 1.3% of 330,000 active; note: potency is the fitted concentration of half-maximal effect; % of control where 0% means no effect; nearly all actives have a fitted effect of over 60% in size
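Cells (2,000/well) expressing the ELG1-luciferase fusion are dosed by pin tool and kept 16 hr at 37 °C, 5% CO2. Signal comes from ONE-Glo luciferase reagent after 30 min at room temperature.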
RORg inh – qHTS for inhibitors of ROR gamma transcriptional activity; Nuclear receptor ROR-gamma (Mus musculus), P51450; Drosophila S2 Gal4-RORgamma UAS-luciferase reporter, 20 h; Potency, µM (highest dose often 53.6 µM), inactives show at the top dose activity change, negative = inhibition, most hits filed as inhibitors; 5.4% of 310,000 active; AID 2551, 2010; note: potency is the fitted concentration of half-maximal effect; % is set by controls: 0 for no effect and ±100 for the full control effect; nearly all actives have a fitted effect of over 60% in size
Target sequence (P51450 whole entry, looked up, the tested form may be a part): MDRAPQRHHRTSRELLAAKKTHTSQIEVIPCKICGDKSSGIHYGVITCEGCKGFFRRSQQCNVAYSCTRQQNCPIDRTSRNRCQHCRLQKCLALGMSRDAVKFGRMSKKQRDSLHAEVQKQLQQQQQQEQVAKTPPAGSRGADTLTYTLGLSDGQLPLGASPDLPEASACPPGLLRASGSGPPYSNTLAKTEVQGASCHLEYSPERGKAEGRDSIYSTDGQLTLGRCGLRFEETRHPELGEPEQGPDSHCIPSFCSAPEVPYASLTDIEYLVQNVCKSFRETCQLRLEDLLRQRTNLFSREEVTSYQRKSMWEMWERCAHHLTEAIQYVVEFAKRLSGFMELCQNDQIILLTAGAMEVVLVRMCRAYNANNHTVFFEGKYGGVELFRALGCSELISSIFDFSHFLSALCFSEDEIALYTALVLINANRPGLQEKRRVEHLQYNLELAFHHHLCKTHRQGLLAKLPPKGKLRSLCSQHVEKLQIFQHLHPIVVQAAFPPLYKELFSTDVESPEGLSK
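Luciferase reporter read in Schneider cells carrying Gal4-RORγ (mouse) and UAS-Photinus luciferase; cells given compound 1 h before 700 uM copper sulfate induction, then incubated 20 h at ambient temperature.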
p53 reactivation – qHTS assay for re-activators of p53 using a Luc reporter | H1299 p53-A138V BP100-luciferase reporter, luminescence, 24 h | Potency, µM (top dose mostly 92.2 µM), for the others: at the top dose activity change, positive = activation, hits mostly activators | 0.063% of 320,000 active | AID 504706, 2011; note: potency is the fitted concentration of half-maximal effect; % of control where 0% means no effect; nearly all actives have a fitted effect of over 45% in size
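p53-null H1299 cells stably carrying temperature-sensitive p53-A138V and a BP100-luciferase reporter were pinned with compounds (4-point, 1:5 series) and held 24 hrs at 37 deg C. Luminescence was read 10 min after detection reagent.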
* hit, by the source's call; ? = inconclusive; . = not tested or not shown; & = joins results of further samples; [ ] = remark or other dose. Unless noted, calls come from the whole dose curve; as a rule, active = well fitted curve in the direction sought with a large enough effect; inconclusive = small, poorly fitted or top-dose-only effect, or another doubt; inactive = no such curve, though single readings can be large; an effect the other way counts as inactive or inconclusive.

Start of the listing, in advance, 7 compounds:
structure,BRCA1 expr up,VP16 counter,ELG1 repair inh,Tb PFK inh,NPC1 prom act,FLuc modulator,TRPV1 agonist,Rab9 promoter act,ELG1 genotox,RORg inh,p53 reactivation
CCC(NC(=O)CCc1c(C)c2cc3c4c(oc3cc2oc1=O)CCCC4)C(=O)O (centres undefined),-19%,?,?,2%,-2%,15µM*,-5,6%,6%,?,-3%
Fc1ccc(Nc2ccnc(Nc3ccc(F)cc3)n2)cc1,54%,?,?,-8%,?,8.5µM*,5,?,?,36%,?
Cc1[nH]c2ccccc2c1C(=O)CN1C(=O)C(=O)N(CCC2=CCCCC2)C1=O,-7%,.,2%,8%,-9%,-1%,12,-4%,-1%,.,-10%
CCOc1ccc(/C=C/C(=O)N2CCOCC2)cc1OC,15%,-8%,0%,-1%,-5%,3%,?,0%,3%,4%,.
Cc1cccc(N(C)C(=O)CCS(=O)(=O)c2cccc3nonc23)c1,-7%,10%,-2%,1%,1%,-3%,10,0%,-4%,41%,-5%
Cc1cc(C)cc(NC(=O)CCC(=O)Nc2nnc(C(C)C)s2)c1,10%,8%,?,-1%,-5%,3%,-2,-7%,?,-27%,9%
C[C@H](CO)N1C[C@H](C)[C@@H](CN(C)S(=O)(=O)c2cn(C)cn2)Oc2ccc(NC(=O)C3CC3)cc2C1=O,-2%,.,0%,-3%,.,.,.,.,4%,.,5%

Results, from the start:
structure,BRCA1 expr up,VP16 counter,ELG1 repair inh,Tb PFK inh,NPC1 prom act,FLuc modulator,TRPV1 agonist,Rab9 promoter act,ELG1 genotox,RORg inh,p53 reactivation
CCC(NC(=O)CCc1c(C)c2cc3c4c(oc3cc2oc1=O)CCCC4)C(=O)O (centres undefined),-19%,?,?,2%,-2%,15µM*,-5,6%,6%,?,-3%
Fc1ccc(Nc2ccnc(Nc3ccc(F)cc3)n2)cc1,54%,?,?,-8%,?,8.5µM*,5,?,?,36%,?
Cc1[nH]c2ccccc2c1C(=O)CN1C(=O)C(=O)N(CCC2=CCCCC2)C1=O,-7%,.,2%,8%,-9%,-1%,12,-4%,-1%,.,-10%
CCOc1ccc(/C=C/C(=O)N2CCOCC2)cc1OC,15%,-8%,0%,-1%,-5%,3%,?,0%,3%,4%,.
Cc1cccc(N(C)C(=O)CCS(=O)(=O)c2cccc3nonc23)c1,-7%,10%,-2%,1%,1%,-3%,10,0%,-4%,41%,-5%
Cc1cc(C)cc(NC(=O)CCC(=O)Nc2nnc(C(C)C)s2)c1,10%,8%,?,-1%,-5%,3%,-2,-7%,?,-27%,9%
C[C@H](CO)N1C[C@H](C)[C@@H](CN(C)S(=O)(=O)c2cn(C)cn2)Oc2ccc(NC(=O)C3CC3)cc2C1=O,-2%,.,0%,-3%,.,.,.,.,4%,.,5%
Cc1ccc(C(=O)NCCN2CCOCC2)cc1C,28%,2%,11%,-1%,11%,-3%,3,5%,1%,-24%,3%
Cc1cc(C(=O)Nn2c(-c3ccncc3)nc3ccccc3c2=O)ccc1[N+](=O)[O-],-6%,4%,9%,5%,-1%,-20%,4,1%,3%,5%,0%
Cc1c(NC(=O)CSc2nnc(-c3cccnc3)n2N)c(=O)n(-c2ccccc2)n1C,1%,.,8%,-2%,-4%,6%,0,1%,0%,.,4%
CSc1cc(/C=N/O)c(SC)s1,-19%,?,13%,-1%,0%,1%,-2,-2%,-2%,?,-14%
Cc1cc(C(=O)NCc2cccnc2)cs1,38%,1%,16%,-8%,-1%,0%,.,-5%,7%,3%,-16%
CCCn1c(NC(=O)C2CCN(C(=O)c3ccccc3C)CC2)nc2ccccc21,-33%,.,-22%,3%,-3%,1%,-1,-7%,18%,.,-6%
O=C(NCc1cccnc1)C(C(=O)c1ccc(F)cc1)n1ccccc1=O (centres undefined),0%,-2%,0%,0%,2%,-2%,2,16%,18µM*,?,9%
Cc1ccc(/C=N/NC(=O)CN2CCN(S(=O)(=O)c3ccc(Br)cc3)CC2)s1,-16%,?,?,4%,-5%,3%,2,-6%,-4%,?,13%
CCCCN(CC)CCNC(=O)c1cn(C)c(=O)c2c1c1ccccc1n2C,-7%,2%,28%,-3%,0%,1%&-2%,-2,-2%[1.84 µM],6%,-21%,-2%
O=C(CSc1nncn1-c1ccccc1)c1c[nH]c2ccccc12,-1%,-5%,0%,2%,2%,0%,-5,1%,-3%,2%,5%
COCCCN1C(=O)C(=O)/C(=C(/O)c2ccccc2)C1c1ccc(N(C)C)cc1 (centres undefined),9%,2%,3%,-7%,-2%,-1%,-1,1%,1%,-22%,-8%
NC(=O)C1CCCN(Cc2c(C(=O)N3CCc4ccccc4C3)nc3ccc(Cl)cn23)C1 (centres undefined),-11%,-15%,10%,1%,-4%,-2%,-11,5%,1%,13%,10%
COc1ccc2[nH]c3c(c2c1)CCN1C(=O)C(CC(=O)NC(C)(C)C)C[C@H](C(=O)N2CCCCC2)[C@@]31C (some centres undefined),5%,.,7%,1%,.,.,.,.,-3%,.,-5%

More compounds:
structure,BRCA1 expr up,VP16 counter,ELG1 repair inh,Tb PFK inh,NPC1 prom act,FLuc modulator,TRPV1 agonist,Rab9 promoter act,ELG1 genotox,RORg inh,p53 reactivation
COC(=O)CC1=NN(c2nc3ccccc3s2)C(=O)/C1=C/N(C)C,11%,-13%[10 µM],?,-14%,15%,?,3,17%,-6%,-25%,5%
Cn1c(=O)n(Cc2ccccc2Cl)c2ccccc21,-30%,-3%,3%,0%,-3%,-2%,6,7%,9%,-9%,-1%
CN1c2ccccc2C(C)(C)C12CCCC(=O)N2 (centres undefined),-21%,-6%,8%,-4%,0%,-2%,4,3%,2%,-36%,18%
COc1ccc2[nH]c(C(=O)NCCc3ccccc3)cc2c1,38%,27%,?,9%,?,?,.,?,8%,3%,9%
COC(=O)CSc1cc([N+](=O)[O-])ccc1NC(=O)OC,-5%,2%,3%,-8%,1%,-5%,-4,1%,10%,-6%,-2%
CC(OC(=O)c1snc(C(=O)NC2CCCCC2)c1N)C(=O)NC(C)(C)C (centres undefined),-26%,?,?,0%,-12%,?,2,-11%,-2%,?,-1%
Cc1ccc(S(=O)(=O)NNC(=O)CCCCC(=O)NNS(=O)(=O)c2ccc(C)cc2)cc1,25%,-17%,-3%,1%,1%,-1%,0,?,-1%,-3%,1%
C[C@@H]1CC[C@@]2(O[C@H](CCO)C[C@@H](O)[C@@H]2O)O1,4%,-5%,15%,0%,-2%,3%,-5,-1%,-2%,5%,-1%
COCCCN1CN(S(=O)(=O)c2ccc(C)cc2C)c2nc3ccccc3nc21,-17%,-2%,-27%,2%,-1%,7%,?,-3%,2%,20%,-11%
O=C(COc1ccccc1)NC1CCS(=O)(=O)C1 (centres undefined),1%,-2%,1%,5%,-1%,-10%,1,-7%,2%,-5%,-2%
COc1ccc(-c2sc3ccccc3c2/C=C/c2ccncc2)cc1,-51%,.,?,8%,.,.,.,.,-1%,.,-3%
O=C(Cc1cn2ccsc2n1)OCc1ccccc1,32%,-23%,?,-2%,8%,-28%,1,15%,?,36%,13%
CCOC(=O)C1=NOC(C(=O)NN(C)c2ncc(C(F)(F)F)cc2Cl)C1 (centres undefined),0%,-9%,-4%,5%,-3%,-2%,2,2%,0%,16%,4%
O=C(N/N=C/c1ccoc1)c1ccc(Cl)cc1Cl,31%,-5%,14%,-12%,1%,?,12,11%,10%,?,-2%
CC(C)CC1(C)NC(=O)N(CC(=O)N2C(C)CCCC2C)C1=O (centres undefined),-7%,.,7%,0%,-1%,1%,0,-1%,4%,.,0%
COc1ccc(-c2cc(C(=O)O)c3c(C)nn(-c4ccccn4)c3n2)cc1,-13%,0%,-1%,1%,-1%,-9%,1,0%,0%,1%,3%

Compound activity as filed in PubChem.

Compounds were not picked by outcome (roughly 15% active in at least one column).
